Source: PubChem (National Center for Advancing Translational Sciences (NCATS))
GLP1R inv ag – qHTS of GLP-1 Receptor Inverse Agonists (Inhibition Mode); HEK293 GLP-1R CRE-luciferase, luminescence, 24 h; GLP-1R form is constitutively active; Potency, µM (series often up to 38.3 µM), without a hit: at the top dose activity change, negative = inhibition, actives largely listed as inhibitors; hit rate 1.6% among 410,000; AID 624417, 2012; further: potency means the concentration at half of the fitted maximal effect; on the % scale 0 is the no-effect control and ±100 the full control effect; nearly all actives have a fitted effect of over 55% in size
Target sequence (P43220 whole entry, looked up): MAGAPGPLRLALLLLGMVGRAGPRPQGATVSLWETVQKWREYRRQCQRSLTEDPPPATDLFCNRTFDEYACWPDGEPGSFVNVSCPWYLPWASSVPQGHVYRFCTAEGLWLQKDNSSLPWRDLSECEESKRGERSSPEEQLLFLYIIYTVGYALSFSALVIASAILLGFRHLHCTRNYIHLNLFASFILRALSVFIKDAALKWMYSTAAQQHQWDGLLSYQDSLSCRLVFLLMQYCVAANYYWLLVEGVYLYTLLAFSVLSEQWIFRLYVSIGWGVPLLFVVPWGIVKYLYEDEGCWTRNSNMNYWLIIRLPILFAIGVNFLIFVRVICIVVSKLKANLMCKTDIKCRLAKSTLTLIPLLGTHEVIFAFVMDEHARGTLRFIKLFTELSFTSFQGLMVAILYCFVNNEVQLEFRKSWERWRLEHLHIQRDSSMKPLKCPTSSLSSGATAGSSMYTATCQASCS
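Readout was luciferase luminescence, measured 12 min after detection reagent at room temperature. Beforehand, GLP-1R reporter HEK293 cells had sat 12 h, then received compounds for 24 hr at 37 deg C.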
GLP1R ag – qHTS of GLP-1 Receptor Agonists; Glucagon-like peptide 1 receptor (Homo sapiens), P43220; AID 624172, 2012; HEK293 GLP-1R CRE-luciferase, luminescence, 4-6 h; cells express a hypersensitive GLP-1R form; Potency, µM (doses to about 45.6 µM), inactives show at the top dose activation, usual class: activators; hit rate 0.007% among 380,000; further: potency means the concentration at half of the fitted maximal effect; % of control where 0% means no effect
aSyn rescue – qHTS of alpha-syn Inhibitors; Yeast expressing alpha-synuclein, growth rescue, BacTiter-Glo, 24 h; hit rate 0.14% among 370,000; Potency, µM (highest dose often 46.1 µM), inactives show at the top dose growth rescue (activation), actives largely listed as activators; further: potency means the concentration at half of the fitted maximal effect; % of control where 0% means no effect; nearly all actives have a fitted effect of over 65% in size
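Screening used galactose-induced yeast with toxic alpha-synuclein levels, exposed to compound for 24 hr at 30 deg C. Cell growth, read with BacTiter-Glo luminescence, gave the measured signal.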
HEK293 tox – qHTS of GLP-1 Receptor Inverse Agonists: Cytotox Screen. hit rate 0.13% among 410,000. AID 624418, 2012. Potency, µM (top dose mostly 38.3 µM), inactives show at the top dose activity change, negative = inhibition, most hits filed as inhibitors. HEK293 cAMP-luciferase reporter cells, luminescence, 24 h;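 further: loss of luciferase light is scored as toxicity; potency means the concentration at half of the fitted maximal effect; on the % scale 0 is the no-effect control and ±100 the full control effect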
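To flag toxic compounds, the library was rerun on cells for 24 hr at 37 deg C and 5% CO2. Viability-linked luminescence was captured 12 min after adding luciferase detection reagent.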
D3 antag – qHTS of D3 Dopamine Receptor Antagonist: qHTS | hit rate 2.5% among 360,000 | D3R cells, DiscoveRx beta-arrestin luminescence, antagonist mode; hits give low values | D(3) dopamine receptor (Homo sapiens), P35462 | max response, negative = inhibition, %; in the data active means max response below about -50%; inconclusive means no clear call, values can overlap the other calls; further: on the % scale 0 is the no-effect control and ±100 the full control effect; mostly tested at two doses, the higher about 12 µM
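Cells plated overnight at 1500 cells/well, then exposed to library compounds with dopamine controls for 90 minutes at 37 degrees C. DiscoveRx reagent added for 30–60 minutes at room temperature; luminescence read, quantitative HTS format.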
KB-V1 cytotox – qHTS assay for MDR1-selective chemotherapeutics: Primary screen using the drug-selected MDR subline cells KB-V1 | KB-V1 MDR cells viability, CellTiter-Glo, 72 h | Potency, µM (highest dose often 46.1 µM), without a hit: at the top dose activity change, negative = cytotoxicity, hits mostly cytotoxic | hit rate 3.4% among 400,000; further: potency means the concentration at half of the fitted maximal effect; on the % scale 0 is the no-effect control and ±100 the full control effect; nearly all actives have a fitted effect of over 60% in size
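KB-V1, DMEM (no phenol red) + 10% FBS; cpd pin-transferred, titration series; 72 h, 37 degrees C; CellTiter-Glo, luminescence. Data normalized, curve-fit.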
TDP-43 yeast inh – qHTS of TDP-43 Inhibitors. TDP-43 expressing yeast growth rescue, BacTiter-Glo, 24 h. hit rate 1.8% among 410,000. Potency, µM (top dose mostly 46.1 µM), without a hit: at the top dose growth rescue (activation), hits mostly activators. AID 652104, 2013; further: potency means the concentration at half of the fitted maximal effect; % of control where 0% means no effect; nearly all actives have a fitted effect of over 50% in size
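Growth rescue of TDP-43-toxic yeast measured as ATP luminescence (BacTiter-Glo). Cells grown to mid-log in raffinose, induced in galactose at OD600=0.02, exposed to compound 24 hr at 30 deg C.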
DRD3 agonist – qHTS of D3 Dopamine Receptor Agonist: qHTS; D(3) dopamine receptor (Homo sapiens), P35462; D3R DiscoveRx beta-arrestin cells, luminescence, 90 min; max activation, %; hit rate 0.58% among 410,000; AID 652048, 2013; in the data active means max activation above about 30%; further: 0% is about no effect; mostly tested at two doses, the higher about 12 µM
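Agonist mode: compounds and dopamine controls were applied to plated cells for 90 min at 37 degrees C after an overnight attachment at 1500 cells/well. Luminescent read-out followed 30 - 60 minutes at room temperature with DiscoveRx detection reagent.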
PTHR1 agonist – qHTS for PTHR1 Agonists: Primary Screen. HEK293 GP2 PTHR1 cells, GloSensor cAMP luminescence, 1 h. Parathyroid hormone/parathyroid hormone-related peptide receptor (Homo sapiens), Q03431. Potency, µM (series often up to 115 µM), without a hit: at the top dose activation, actives largely listed as activators. hit rate 0.075% among 410,000. AID 743266, 2014; further: potency means the concentration at half of the fitted maximal effect; nearly all actives have a fitted effect of over 55% in size; some results filed as inactive show a strong effect at the top dose; inactives centre near -15; many of its hits are not listed in these tables
Target sequence (Q03431 whole entry, looked up): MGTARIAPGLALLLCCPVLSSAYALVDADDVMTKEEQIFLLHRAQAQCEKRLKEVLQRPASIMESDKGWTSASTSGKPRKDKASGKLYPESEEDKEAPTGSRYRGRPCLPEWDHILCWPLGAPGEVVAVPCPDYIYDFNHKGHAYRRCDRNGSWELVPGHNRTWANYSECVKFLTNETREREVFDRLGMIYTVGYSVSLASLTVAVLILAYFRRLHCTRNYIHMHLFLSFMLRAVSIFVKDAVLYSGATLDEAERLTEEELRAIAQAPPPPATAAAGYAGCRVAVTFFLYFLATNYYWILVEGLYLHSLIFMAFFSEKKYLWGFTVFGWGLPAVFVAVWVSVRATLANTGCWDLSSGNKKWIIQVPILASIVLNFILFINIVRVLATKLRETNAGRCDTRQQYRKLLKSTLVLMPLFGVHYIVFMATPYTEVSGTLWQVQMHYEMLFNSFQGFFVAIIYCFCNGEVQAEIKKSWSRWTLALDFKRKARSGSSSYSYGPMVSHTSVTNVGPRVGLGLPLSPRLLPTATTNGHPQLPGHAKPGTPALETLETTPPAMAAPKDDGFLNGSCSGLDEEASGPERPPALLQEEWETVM
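HEK-293-derived GP2 cells expressing PTHR1 and a GloSensor cAMP reporter, 3,000/well, plated overnight, given luciferin plus IBMX (each 0.5 mM as added) for 1 h at 37 °C, then compound for 1 h at 37 °C. Luminescence was read after 15 min at room temperature.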
* = called active by the depositor; i = inactive; u = inconclusive; x = no result given; ! = a repeat was not active; [ ] = remark or other dose. Unless noted, the call rests on the fitted dose curve; in most records, active means well fitted curve in the direction sought with a large enough effect; inconclusive means small, poorly fitted or top-dose-only effect, or another doubt; inactive means no such curve, though single readings can be large; an effect the other way counts as inactive or inconclusive. Only part of the results is shown; rates above refer to the full screens.

SMILES	GLP1R inv ag	GLP1R ag	aSyn rescue	HEK293 tox	D3 antag	KB-V1 cytotox	TDP-43 yeast inh	DRD3 agonist	PTHR1 agonist
Cc1ccc(-n2nc(C(=O)N3CCN(c4ccccc4F)CC3)c(=O)n(C)c2=O)cc1	-6.4%	x	x	-1.6%	x	0.0%	22.8%[9.22 µM]	3.6	i
CCCc1nn2c(=O)cc(COC(=O)c3cccc(NC(=O)COc4ccccc4C)c3)nc2s1	4.6%	x	x	4.7%	x	x	18.8%	5.2	-15.5%
Cc1cccc(C(=O)Oc2csc(=S)n2C(=O)c2cccc(C)c2)c1	7.8%	-6.6%	19.0%	0.6%	17.6	-0.2%	17.3%	3.1	20.0%[57.5 µM]
CCCCn1nnnc1C(c1cccc2ccccc12)N1CCN(C/C=C/c2ccccc2)CC1 (stereo not given)	u	-0.4%	-17.7%	-25.2%	-107.4*	u	8.6%	-13.3	-22.6%
Cc1c(NC(=O)c2cccc(NC(=O)Cc3ccccc3Cl)c2)c(=O)n(-c2ccccc2)n1C	1.2%	3.7%	0.4%	-15.8%	12.3	16.7%	15.7%	5.2	i
Cc1oc(-c2cccc(Cl)c2)nc1CSc1nncn2c1cc1occc12	11.2%	x	x	-2.5%	x	21.1%	18.4%	-7.5	i
Cn1cc(Br)c(C(=O)N/N=C/c2cccc(OC3CSC3)c2)n1	1.6%	19.4%	12.6%	-15.6%	4.2	u	u	5.2	i
O=c1c2c(nc3cc(-c4cccc(Cl)c4)[nH]n13)CCC2	u	-14.5%	1.1%	-0.9%	-4.3	-14.7%	0.7%	-7.0	-28.9%
Cc1ccccc1CN1CCN(CC(=O)NCc2ccccc2)C1=O	0.0%	-6.3%	1.5%	3.6%	4.9	6.0%	-13.8%	0.5	i
COc1ccc(NC(=O)c2ccc(COCC(F)(F)C(F)F)cc2)cc1OC	-18.1%	-1.8%	-8.7%	-14.5%	30.0	u	16.1%	-1.6	-28.2%
CN1C[C@@H]2C(c3ccccc3)C3(c4cccnc4)CC2(C3)[C@H]1c1ccccc1 (stereo not given in full)	-22.2%	7.0%	0.2%	13.9%	-21.3	2.2%	8.6%	3.4	-20.5%
CCC(C)(C)NCC(=O)Nc1ccc(OC(F)(F)F)cc1	u	0.9%	-1.6%	-2.7%	9.4	1.6%	0.4%	0.3	-14.7%[57.5 µM]
CC(CS(=O)(=O)c1cccc2cccnc12)N1CCCCC1 (stereo not given)	9.8%	-6.8%	-2.5%	12.8%	-2.6	0.0%	7.1%	-16.5	i
CC(C)NC(=O)C1(C)CCN1C(=O)C(c1ccccc1)c1ccccc1 (stereo not given)	4.8%	-2.8%	0.9%	2.6%	47.9	-0.3%	27.0%	-5.4	i
CCN(CC)c1ccc(NC(=O)COC(=O)COc2ccccc2[N+](=O)[O-])cc1	4.2%	-1.8%	-2.0%	-0.8%	14.0	1.0%	-23.5%	-8.2	i
Clc1ccc(Cl)c2sc(N3CCOCC3)nc12	1.8%	20.8%	2.7%	-9.9%	46.4	0.5%	27.9%	2.6	-8.1%[57.5 µM]
Cc1cccc(C)c1N=Cc1c(O)n(-c2nccs2)c(=O)c2ccccc12	u	-2.3%	2.9%	-7.5%	-0.1	23.1µM*	u	-0.3	-14.3%
CC(C)(C)NC(=O)C(c1ccncc1)N(Cc1cccs1)C(=O)c1csnn1 (stereo not given)	-8.8%	5.0%	-5.1%	9.3%	-1.2	-12.2%	-16.6%	22.5	-13.2%
O=C(Cn1cnc2ccccc2c1=O)c1cccs1	6.6%	4.3%	6.6%	6.9%	-0.5	-3.4%	-29.0%	-6.0	i
O=c1c2cccc3c2c(nn1CN1CCOCC1)-c1ccccc1-3	89.0%[activator]	18.9%	u	3.3%	7.6	1.64µM*	u	0.6	i
CCCCCCCCN1[C@@H](CC(=O)OCC)c2cc(F)ccc2S1(=O)=O	u	11.8%	2.2%	12.1%	7.9	14.6µM*!	-0.9%	15.7	-86.3%[inhibitor]
O=C(O)CC(c1cccc(C(F)(F)F)c1)N1CCS(=O)(=O)CC1 (stereo not given)	17.1%	1.5%	-7.4%	9.1%	0.0	20.5%	0.0%[9.22 µM]	1.5	i
O=c1c2c3c(sc2n(CCN2CCCC2)c(=O)n1Cc1ccccc1)CCCCC3	u	-1.9%	-4.2%	5.5%	-21.9	-17.3%	0.1%	-19.7	16.8%
COCCCNC(=S)Nc1ccccc1[N+](=O)[O-]	11.2%	5.8%	-2.7%	19.7%	-12.7	-8.2%	-1.2%	-10.8	-13.2%
Cc1ccc(C)c(NC(=O)c2ccc(=O)n(Cc3ccc(F)cc3)c2)c1	-11.7%	5.4%	0.4%	-0.1%	x	0.0%	13.3%	3.9	i
CN(C)CCNC(=O)c1cccc(-c2cc(NC=O)c3ncc(-c4cccc(C(F)(F)F)c4)n3c2)c1	-16.3%	-12.2%	-16.4%	-13.4%	-52.1*	0.7%	3.6%	-23.0	-2.1%
O=C(Cn1ccccc1=O)c1ccc(Cl)cc1	7.8%	-0.1%	1.4%	0.0%	-6.9	24.5%	19.7%	0.3	i
Cc1ccc(C(=O)CC(C(=O)O)n2cnc([N+](=O)[O-])n2)cc1 (stereo not given)	u	2.0%	u	-9.8%	-12.8	u	5.2%	1.0	-23.6%
COc1ccccc1-n1nnnc1SCC(=O)NC1CCCCC1	3.4%	10.7%	0.5%	0.0%	11.4	-1.0%	-1.9%	4.9	i
CS(=O)(=O)N(CC(=O)NCc1ccccc1Cl)C1CCCCC1	-11.7%	-0.8%	-9.4%	-16.2%	8.0	u	18.4%	2.5	i

Looked up one by one from the list above:
SMILES	GLP1R inv ag	GLP1R ag	aSyn rescue	HEK293 tox	D3 antag	KB-V1 cytotox	TDP-43 yeast inh	DRD3 agonist	PTHR1 agonist
O=c1c2c3c(sc2n(CCN2CCCC2)c(=O)n1Cc1ccccc1)CCCCC3	u	-1.9%	-4.2%	5.5%	-21.9	-17.3%	0.1%	-19.7	16.8%
Clc1ccc(Cl)c2sc(N3CCOCC3)nc12	1.8%	20.8%	2.7%	-9.9%	46.4	0.5%	27.9%	2.6	-8.1%[57.5 µM]

Going on with the list:
SMILES	GLP1R inv ag	GLP1R ag	aSyn rescue	HEK293 tox	D3 antag	KB-V1 cytotox	TDP-43 yeast inh	DRD3 agonist	PTHR1 agonist
Cc1ccc(Cn2c(C(=O)NCCCN3CCOCC3)cc3sccc32)cc1	0.0%	0.5%	-2.2%	1.5%	-50.8*	4.61µM*	0.0%	-55.1	-19.7%[57.5 µM]
CC1CCN(S(=O)(=O)c2ccc3c(c2)c(=O)c(C(=O)N2CCOCC2)cn3C)CC1	22.4%	0.2%	-1.8%	0.0%	4.1	-22.0%	-1.3%	1.5	-2.4%
COc1ccc(/C=C/C(=O)NC(=S)NNC(=O)c2cccs2)cc1	u	-0.5%	1.2%	-22.4%	-18.4	u	-10.3%[0.397 µM]	6.9	-3.0%
Cc1ccn(CC(=O)N2CCCC(C(=O)c3cccc4ccccc34)C2)n1 (stereo not given)	u	3.2%	1.8%	-25.5%	-6.3	u	-3.8%	6.7	-25.6%
COc1cccc(/C=N/NC(=O)C(=O)N2CCCCCC2)c1OC	7.2%	-3.2%	4.7%	-8.7%	-4.0	u	-1.5%	2.4	i
Cc1cccc(OCCn2cnc(Cl)c2Cl)c1	u	5.8%	20.6%	-0.6%	8.9	10.9%	0.0%	2.4	i
O=C(COC(=O)c1ncc(Cl)c(Cl)c1Cl)NC(=O)NCc1ccccc1	4.0%	1.3%	10.0%	-4.5%	u	-0.4%	x	7.1	i
COc1ccc2oc(C(=O)OCC(=O)Nc3cc(S(=O)(=O)N4CCOCC4)ccc3C)c(C)c2c1	1.4%	12.6%	-0.2%	6.8%	0.0	14.9%	-3.0%	-1.6	-23.6%
Cc1ccc(-n2c(C)cc(C(=O)CSc3nnnn3C)c2C)cc1	0.0%	-4.2%	0.5%	3.4%	18.9	u	31.6µM*	6.4	-38.8%
CCC(=O)N1CCCc2cc(S(=O)(=O)Nc3ccc(C)c(C)c3)ccc21	-28.2%	1.6%	x	-13.5%	x	u	12.6%	-3.4	-26.5%
COc1ccc(N2CCN(C3CCCN(S(=O)(=O)c4ccc(C)cc4C)C3)CC2)cc1 (stereo not given)	-82.0%	-2.1%	11.9%	4.4%	4.2	-4.2%	2.5%	-19.4	-88.1%
CCOC(=O)c1c(-c2ccco2)csc1NC(=O)COC(=O)c1cnc(C)cn1	3.9%	-2.3%	1.3%	12.0%	-6.9	-20.6%	18.0%	6.3	i
CC1CN(Cc2nc3c(c(=O)[nH]c(=O)n3C)n2CC(N)=O)CC(C)O1 (stereo not given)	9.5%	-4.5%	2.5%	1.1%	1.8	49.9%	u	0.8	-10.3%
COc1cc(OC)cc(N2C(=O)CSCC2=O)c1	4.6%	-7.9%	-1.5%	8.3%	72.8	8.1%	2.4%	4.5	i
